Screens as filed in PubChem BioAssay.
ASAP1 inh = inhibitors of human ASAP1 ArfGAP activity, primary screen, biochemical, fluorescence polarization | Arf-GAP with SH3 domain, ANK repeat and PH domain-containing protein 1 (Homo sapiens), … | inhibition, % at 16.5 µM | ASAP1-stimulated ARF1 GTP hydrolysis, GDP FP detection | hit rate 0.19% among 360,000; in the data active = inhibition above about 25%;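 also: 0% = vehicle with enzyme and substrate and 100% = no enzyme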
Target sequence (Q9ULH1 325-724 limits assumed): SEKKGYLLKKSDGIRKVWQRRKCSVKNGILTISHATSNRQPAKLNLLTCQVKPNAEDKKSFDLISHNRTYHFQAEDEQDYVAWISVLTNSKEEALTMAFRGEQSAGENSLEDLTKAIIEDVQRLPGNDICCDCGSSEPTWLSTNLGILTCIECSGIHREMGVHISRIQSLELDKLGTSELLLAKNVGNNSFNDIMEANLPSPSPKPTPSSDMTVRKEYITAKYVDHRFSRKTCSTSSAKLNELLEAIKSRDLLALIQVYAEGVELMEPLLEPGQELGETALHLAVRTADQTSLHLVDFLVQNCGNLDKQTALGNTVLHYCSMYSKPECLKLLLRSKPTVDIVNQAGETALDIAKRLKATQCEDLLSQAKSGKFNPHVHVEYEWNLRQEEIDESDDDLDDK
NPR1 activator = GC-A stimulated cGMP production enhancers – HEK293 GC-A cells, cGMP TR-FRET, EC30 ANP, primary screen; Atrial natriuretic peptide receptor 1 (Homo sapiens), P16066; hit rate 0.14% among 370,000; activation, % at 10 µM; 0% at EC30 ANP, 100% saturating ANP; AID 1671463, 2021; in the data active = activation above about 40%
DDE Tn6 FP inh = inhibitors of Tn6 peptide binding to fibrin DD(E), primary screen, biochemical, fluorescence polarization, human fibrin, Tn6 probe; hit rate 0.21% among 370,000; Fibrinogen beta chain (Homo sapiens), P02675; Fibrin DD(E) TRITC-Tn6 fluorescence polarization displacement; inhibition, % at 8.3 µM;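 active = inhibition above a per-campaign cutoff: mean of compounds within control limits plus 3 SD, cut at about 15% in these data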;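 also: 0% = median of all compound wells on the plate and 100% = blocking peptide control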
proKLK7 act = proKLK7 zymogen activators, primary screen, biochemical, fluorescence intensity | activation, % at 7 µM | purified proKLK7, EDANS-DABCYL substrate fluorescence; 100% is mature enzyme control, 0% vehicle | AID 652039, 2013 | hit rate 0.9% among 370,000;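 active = activation above the mean of all tested compounds plus 3 SD, computed per campaign excluding outliers beyond control limits, cut at about 13% in these data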
Target sequence (P49862 whole entry, looked up): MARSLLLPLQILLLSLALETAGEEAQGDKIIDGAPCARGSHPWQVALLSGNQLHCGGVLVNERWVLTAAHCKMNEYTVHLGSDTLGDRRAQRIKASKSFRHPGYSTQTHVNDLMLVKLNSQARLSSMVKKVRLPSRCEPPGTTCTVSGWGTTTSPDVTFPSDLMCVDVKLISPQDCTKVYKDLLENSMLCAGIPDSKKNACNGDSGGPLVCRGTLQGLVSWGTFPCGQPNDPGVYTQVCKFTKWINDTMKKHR
NPR2 activator = human GC-B receptor activators, primary screen, HEK293 GC-B cells, cGMP TR-FRET, EC30 CNP; activation, % at 10 µM; hit rate 0.11% among 370,000; AID 1920062, 2024; 0% at EC30 CNP, 100% saturating CNP;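 active = activation at 10 µM reaching about 35% in either raw or pattern-adjusted values, limit read from the data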
rCAG binder = binders of r(CAG) RNA repeats, primary screen, biochemical, fluorescence. r(CAG) RNA repeat, TO-PRO-1 dye displacement fluorescence. inhibition, % at 3 µM. hit rate 1.3% among 370,000. AID 651821, 2012;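 active = inhibition above the plate cutoff, the mean of all test compounds on that plate plus 3 SD, cut at about 35% in these data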;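 also: 0% = DMSO alone and 100% = 100 µM mitoxantrone as full dye displacement; higher means more dye released from RNA so lower well fluorescence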
GAA850 FXN act = FXN promoter activators, primary screen, cell-based, luciferase luminescence, HEK293 lucGAA850; HEK293 lucGAA850 FXN promoter luciferase reporter, 24 h; percent of 10 µM SAHA response; activation, % at 6 µM; hit rate 0.56% among 360,000; AID 540364, 2011;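 active = activation above the average of all compounds screened plus 3 SD, cutoff fixed separately per campaign, cut at about 7.5% in these data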;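 also: 0% = DMSO wells and 100% = 10 µM SAHA wells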
ARFGAP1 inhibitor = inhibitors of rat ARFGAP1 GAP activity, primary screen, biochemical, fluorescence polarization, GDP tracer; ADP-ribosylation factor GTPase-activating protein 1 (Rattus norvegicus), Q62848; Arfgap1-stimulated ARF1 GTP hydrolysis, GDP FP detection; inhibition, % at 16.5 µM; hit rate 0.26% among 360,000;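 active = inhibition above a per-plate limit, mean inhibition of low control wells plus 3 SD, cut at about 25% in these data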;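 also: 0% = DMSO wells with enzyme and 100% = wells lacking Arfgap1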
Target sequence (Q62848 1-136 limits assumed): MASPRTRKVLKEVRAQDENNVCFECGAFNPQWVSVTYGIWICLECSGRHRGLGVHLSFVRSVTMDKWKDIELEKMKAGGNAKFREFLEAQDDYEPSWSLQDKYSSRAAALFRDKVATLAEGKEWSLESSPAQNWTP
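System: truncated rat Arfgap1 GAP domain / Medium: HEPES-based buffer, pH 7.5 / Also added: N-terminally truncated human ARF1-GTP substrate / Incubation: enzyme reaction 120 min at 25 °C after 20 min preincubation / Measured by: FP of antibody-bound GDP Alexa 633 tracer, ex 620/em 688 nm / Replicates: singlicate, each compound tested once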
ADAM10 inh = human ADAM10 inhibitors, primary screen, biochemical, QFRET, HTS; Disintegrin and metalloproteinase domain-containing protein 10 (Homo sapiens), O14672; recombinant ADAM10, EDANS/DABCYL FRET peptide cleavage, 3 h; inhibition, % at 7 µM; hit rate 0.62% among 370,000;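 active = inhibition above a per-campaign cutoff equal to the mean of compounds falling between control-based bounds plus 3 SD, cut at about 20% in these data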;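 also: 0% = DMSO wells while the 100% control is not disclosed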
sPLA2-III inh = human group III sPLA2 inhibitors, primary screen, biochemical, QFRET, BODIPY PC-A2 liposome substrate; hit rate 0.56% among 370,000; Group 3 secretory phospholipase A2 (Homo sapiens), Q9NZ20; AID 743126, 2013; QFRET BODIPY PC-A2 liposome hydrolysis, fluorescence; inhibition, % at 12.2 µM;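 active = inhibition above mean plus 3 SD of compounds lying within the high and low control bounds, cut at about 19% in these data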;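 also: 0% = median of test compound wells and 100% = no enzyme DMSO wells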
The depositor's hits bear a star; & = joins results of further samples.

How did CCOCCCNC(=O)c1ccc2nc(-c3ccc(OC)c(OC)c3)c(-c3ccc(OC)c(OC)c3)nc2c1 do in these assays?
ASAP1 inh: 8; NPR1 activator: -1; DDE Tn6 FP inh: 0; proKLK7 act: 9.0; NPR2 activator: -1; rCAG binder: -5; GAA850 FXN act: 1.3; ARFGAP1 inhibitor: 6; ADAM10 inh: 3; sPLA2-III inh: -2

How did CCCn1c(=S)[nH]c2ccccc2c1=O do in these assays?
ASAP1 inh: 12; NPR1 activator: 2; DDE Tn6 FP inh: -1; proKLK7 act: 0.6; NPR2 activator: 1; rCAG binder: 0; GAA850 FXN act: 3.1; ARFGAP1 inhibitor: 4; ADAM10 inh: 6; sPLA2-III inh: 3

Results for CCOCC(=O)NC1CCc2cc(OC(=O)COCC)c(OC)c(OC)c2-c2ccc(SC)c(=O)cc21 (stereo not given) ?
ASAP1 inh: -5; NPR1 activator: 1; DDE Tn6 FP inh: 5; proKLK7 act: 0.1; NPR2 activator: 0; rCAG binder: -1; GAA850 FXN act: -1.5; ARFGAP1 inhibitor: 3; ADAM10 inh: 9; sPLA2-III inh: 2

What do the screens show for `Cc1cc(C)cc(NS(=O)(=O)c2csc(C(N)=O)c2)c1`?
ASAP1 inh: 3; NPR1 activator: 0; DDE Tn6 FP inh: 14; proKLK7 act: -0.1; NPR2 activator: -2; rCAG binder: 2; GAA850 FXN act: 2.5; ARFGAP1 inhibitor: 5; ADAM10 inh: -1; sPLA2-III inh: -2

Results for CCc1nc2ccc(C(=O)Nc3ccc4c(c3)OCC(=O)N4)cn2c1N(CC)Cc1cccc(Br)c1 ?
ASAP1 inh: -7; NPR1 activator: -6; DDE Tn6 FP inh: -6; proKLK7 act: -4.7; NPR2 activator: 4; rCAG binder: 10; GAA850 FXN act: -0.9; ARFGAP1 inhibitor: -4; ADAM10 inh: 14; sPLA2-III inh: -23

What do the screens show for `COc1ccc(OCCOC(=O)c2[nH]c(C)c(C(C)=O)c2C)cc1`?
ASAP1 inh: 8; NPR1 activator: 10; DDE Tn6 FP inh: -1; proKLK7 act: -0.3; NPR2 activator: 0; rCAG binder: -1; GAA850 FXN act: 2.7; ARFGAP1 inhibitor: 9; ADAM10 inh: 6; sPLA2-III inh: -2

How did Cn1nc(-c2ccccc2)c(C(=O)Nc2ccc(Cl)cc2)c1Cl do in these assays?
ASAP1 inh: 3; NPR1 activator: 8; DDE Tn6 FP inh: -4; proKLK7 act: 0.5; NPR2 activator: 3; rCAG binder: 1; GAA850 FXN act: 3.1; ARFGAP1 inhibitor: -10; ADAM10 inh: -4; sPLA2-III inh: -1

Results for CCOCCCn1c(=S)[nH]c2cc(C(=O)N3CCN(C)CC3)ccc2c1=O ?
ASAP1 inh: -4; NPR1 activator: 2; DDE Tn6 FP inh: -3; proKLK7 act: -0.1; NPR2 activator: 2; rCAG binder: -6; GAA850 FXN act: -0.1; ARFGAP1 inhibitor: 6; ADAM10 inh: 6; sPLA2-III inh: 8

What do the screens show for `Cc1ccc2nc(-c3ccccn3)[nH]c2c1`?
ASAP1 inh: 12; NPR1 activator: 5; DDE Tn6 FP inh: -2; proKLK7 act: -2.0; NPR2 activator: 2; rCAG binder: -1; GAA850 FXN act: 1.1; ARFGAP1 inhibitor: 11; ADAM10 inh: -34; sPLA2-III inh: -9

Results for O=C(C=Cc1ccc2c(c1)OCO2)c1ccccc1 ?
ASAP1 inh: 2; NPR1 activator: 1; DDE Tn6 FP inh: -10; proKLK7 act: 0.1; NPR2 activator: -8; rCAG binder: 1; GAA850 FXN act: 3.2; ARFGAP1 inhibitor: -4; ADAM10 inh: -8; sPLA2-III inh: 3

Results for O=C1NCC(O)=C1C=NC12CC3CC(CC(C3)C1)C2 ?
ASAP1 inh: 0&13; NPR1 activator: 1&-2; DDE Tn6 FP inh: 0&-9; proKLK7 act: 0.7&0.1; NPR2 activator: 8&-4; rCAG binder: 1&2; GAA850 FXN act: 0.6&3.9; ARFGAP1 inhibitor: -13&-3; ADAM10 inh: 8&0; sPLA2-III inh: 3&1

What do the screens show for `Nc1cc(C(F)(F)F)ccc1-n1cccc1`?
ASAP1 inh: 16; NPR1 activator: 2; DDE Tn6 FP inh: -4; proKLK7 act: -0.1; NPR2 activator: -3; rCAG binder: -2; GAA850 FXN act: 0.6; ARFGAP1 inhibitor: 4; ADAM10 inh: -3; sPLA2-III inh: 4

Results for O=C(CS(=O)(=O)Cc1ccccc1)NCc1ccc2c(c1)OCO2 ?
ASAP1 inh: 7; NPR1 activator: 3; DDE Tn6 FP inh: 3; proKLK7 act: -0.2; NPR2 activator: 3; rCAG binder: -2; GAA850 FXN act: 0.6; ARFGAP1 inhibitor: -19; ADAM10 inh: 2; sPLA2-III inh: 0

Results for Cc1ccc(CN2CCCC(CO)(Cc3ccccc3C)C2)s1 (stereo not given) ?
ASAP1 inh: 1; NPR1 activator: -3; DDE Tn6 FP inh: 6; proKLK7 act: -0.8; NPR2 activator: 1; rCAG binder: -7; GAA850 FXN act: -1.4; ARFGAP1 inhibitor: 6; ADAM10 inh: 8; sPLA2-III inh: -6

Results for CC1(C(=O)NS(=O)(=O)c2ccc(Cl)s2)CCN1C(=O)C1(c2ccccc2)CCCC1 (stereo not given) ?
ASAP1 inh: 5; NPR1 activator: 0; DDE Tn6 FP inh: 3; proKLK7 act: -0.4; NPR2 activator: 1; rCAG binder: 49*; GAA850 FXN act: -0.2; ARFGAP1 inhibitor: -1; ADAM10 inh: 3; sPLA2-III inh: -21

Results for Cc1nc(-c2cccc(NC(=O)C(C)Oc3ccccc3)c2)cs1 (stereo not given) ?
ASAP1 inh: 3; NPR1 activator: 3; DDE Tn6 FP inh: -12; proKLK7 act: -0.3; NPR2 activator: -4; rCAG binder: -6; GAA850 FXN act: -0.9; ARFGAP1 inhibitor: 8; ADAM10 inh: -11; sPLA2-III inh: -23

How did COc1ccccc1N(CC(=O)N1CCN(c2ccc(F)cc2)CC1)S(=O)(=O)c1ccc(C)cc1 do in these assays?
ASAP1 inh: 4; NPR1 activator: -1; DDE Tn6 FP inh: 0; proKLK7 act: -0.6; NPR2 activator: -7; rCAG binder: 0; GAA850 FXN act: -1.3; ARFGAP1 inhibitor: -5; ADAM10 inh: -22; sPLA2-III inh: -6

What do the screens show for `CC1CCCN(CCCNC(=O)C2CC(=O)N(c3ccc(F)c(Cl)c3)C2)C1` (stereo not given)?
ASAP1 inh: 6; NPR1 activator: 1; DDE Tn6 FP inh: -4; proKLK7 act: 1.0; NPR2 activator: 10; rCAG binder: -5; GAA850 FXN act: 3.6; ARFGAP1 inhibitor: 8; ADAM10 inh: 7; sPLA2-III inh: 6

Results for Fc1ccc(CSc2nncn2NC/C=C/c2ccccc2)cc1 ?
ASAP1 inh: -4; NPR1 activator: 1; DDE Tn6 FP inh: -3; proKLK7 act: -0.1; NPR2 activator: -2; rCAG binder: -1; GAA850 FXN act: 0.6; ARFGAP1 inhibitor: 16; ADAM10 inh: 8; sPLA2-III inh: -16

What do the screens show for `CCN(CC)CCNC(=O)c1ccc(NC(=O)c2cc(S(=O)(=O)N3CCCCC3)ccc2N2CCOCC2)cc1`?
ASAP1 inh: 12; NPR1 activator: 1; DDE Tn6 FP inh: -4; proKLK7 act: 0.7; NPR2 activator: -2; rCAG binder: 2; GAA850 FXN act: 0.2; ARFGAP1 inhibitor: 1; ADAM10 inh: 1; sPLA2-III inh: -1

Results for Cc1ccc(S(=O)(=O)N2CCN(C(=O)c3ccc(-n4cncn4)c([N+](=O)[O-])c3)CC2)cc1C ?
ASAP1 inh: 15; NPR1 activator: -3; DDE Tn6 FP inh: 0; proKLK7 act: 0.1; NPR2 activator: -4; rCAG binder: 5; GAA850 FXN act: 0.9; ARFGAP1 inhibitor: -6; ADAM10 inh: 5; sPLA2-III inh: -13

How did Cc1ccc2[nH]c3c(c2c1)CN(C(=O)CN1CCSCC1)CC3 do in these assays?
ASAP1 inh: -2; NPR1 activator: -8; DDE Tn6 FP inh: -3; proKLK7 act: 4.7; NPR2 activator: 1; rCAG binder: 2; ARFGAP1 inhibitor: 11; ADAM10 inh: -25; sPLA2-III inh: -8

How did CC(C)(C)c1ccc(S(=O)(=O)NC(=O)C2(C)CCN2C(=O)Cc2ccccc2Cl)cc1 (stereo not given) do in these assays?
ASAP1 inh: 0; NPR1 activator: -1; DDE Tn6 FP inh: 0; proKLK7 act: -0.2; NPR2 activator: 2; rCAG binder: 47*; GAA850 FXN act: 2.6; ARFGAP1 inhibitor: 8; ADAM10 inh: -2; sPLA2-III inh: -5

What do the screens show for `O=C(c1ccc2nc(Cc3cccc(Cl)c3)oc2c1)N1CCC(CO)CC1`?
ASAP1 inh: -11; NPR1 activator: 4; DDE Tn6 FP inh: -2; proKLK7 act: -0.7; NPR2 activator: 2; rCAG binder: 2; GAA850 FXN act: -1.3; ARFGAP1 inhibitor: -3; ADAM10 inh: 5; sPLA2-III inh: -9
